Pf growth 96h: Primary qHTS for delayed death inhibitors of the malarial parasite plastid, 96 hour incubation | P. falciparum luciferase reporter growth, 96 h | Potency, µM (doses to about 28.7 µM), inactives show top-dose activity change, negative = inhibition, usual class: inhibitors | 320,000 compounds, 6.9% hits | AID 504834, 2011; further: potency means the concentration at half of the fitted maximal effect; on the % scale 0 is the no-effect control and ±100 the full control effect
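Infected RBCs, 2% Hct / 0.05% parasitemia final; luciferase-reporter P. falciparum; cpd 96 h, 37 C, 5% CO2; luciferase detection reagent; luminescence.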
Shiga inhibitor: A qHTS for Small Molecule Inhibitors of Shiga Toxin. Vero cells, Shiga toxin protein synthesis inhibition reporter. inhibition, % at 38.7 µM. 290,000 compounds, 9.2% hits. AID 2315, 2010; in the data active means inhibition mostly above about 28%, no sharp cut-off; inactive means mostly below about 43%; further: 0% is about no effect
Pf growth 48h: Primary qHTS for delayed death inhibitors of the malarial parasite plastid, 48 hour incubation; P. falciparum luciferase growth in erythrocytes, 48 h; AID 504832, 2011; Potency, µM (titrated, usually from 28.7 µM), for inactives: top-dose activity change, negative = inhibition, usual class: inhibitors; 310,000 compounds, 5.9% hits; further: potency means the concentration at half of the fitted maximal effect; on the % scale 0 is the no-effect control and ±100 the full control effect
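Luciferase-expressing P. falciparum in infected erythrocytes (2% hematocrit, 0.1% parasitemia final) in RPMI 1640/0.5% Albumax were exposed to compound for 48 hours at 37 C, 5% CO2; growth read as luminescence.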
Giardia FBPA inh: qHTS Assay for Inhibitors of Fructose-1,6-bisphosphate Aldolase from Giardia Lamblia; A8B2U2; purified Giardia FBPA; Potency, µM (highest dose often 59.6 µM), for the others: at the top dose activity, negative = inhibition, most hits filed as inhibitors; 290,000 compounds, 0.71% hits; further: potency means the concentration at half of the fitted maximal effect; on the % scale 0 is the no-effect control and ±100 the full control effect; nearly all actives have a fitted effect of over 55% in size
Target sequence (A8B2U2 whole entry, looked up): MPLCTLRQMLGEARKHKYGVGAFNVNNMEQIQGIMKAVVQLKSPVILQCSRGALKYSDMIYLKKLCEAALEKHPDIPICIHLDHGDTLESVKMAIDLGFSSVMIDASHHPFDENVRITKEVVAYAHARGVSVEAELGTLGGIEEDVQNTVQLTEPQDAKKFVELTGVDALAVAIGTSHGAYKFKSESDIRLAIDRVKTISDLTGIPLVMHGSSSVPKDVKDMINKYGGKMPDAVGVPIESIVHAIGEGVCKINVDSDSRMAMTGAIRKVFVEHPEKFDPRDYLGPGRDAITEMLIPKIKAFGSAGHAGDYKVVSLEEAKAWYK
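40 nM FBPA preincubated 10 min at RT with compound (up to 57.5 uM final), then substrate plus GAPDH/TPI/NAD/arsenate coupling and diaphorase/resazurin added. Fluorescence read after 20 min at RT, 525/598 nm.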
HCV inhibitor: qHTS Assay for Inhibitors of Hepatitis C Virus (HCV); 340,000 compounds, 3.4% hits; Potency, µM (highest dose often 41.8 µM), for inactives: top-dose activity change, negative = inhibition, most hits filed as inhibitors; Huh7.5.1 HCVcc-Cre infection, luciferase reporter, 44 h; further: potency means the concentration at half of the fitted maximal effect; on the % scale 0 is the no-effect control and ±100 the full control effect
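Luciferase read-out (15 sec integration) after a 15 min room-temperature substrate step quantifies HCVcc-Cre infection. Cells, 1,000 per well, had compound added 4 h post-plating, then virus at ~0.5 moi, and were cultured 44 h.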
CHX counter: Cycloheximide Counterscreen for Small Molecule Inhibitors of Shiga Toxin; AID 2314, 2010; max response, %; 300,000 compounds, 12% hits; cell reporter, cycloheximide protein synthesis inhibition counterscreen; in the data active means max response mostly above about 13%, no sharp cut-off; inactive means mostly below about 14%; further: read at 38.3 µM for the half of the compounds with a filed dose; 0% is about no effect
Starred values were filed as active, the others as inactive; ? = inconclusive; / = no result given; [ ] = dose if it differs, or a comment. Unless noted, the call rests on the fitted dose curve; in most records, active means well fitted curve in the direction sought with a large enough effect; inconclusive means small, poorly fitted or top-dose-only effect, or another doubt; inactive means no such curve, though single readings can be large; an effect the other way counts as inactive or inconclusive.

SMILES	Pf growth 96h	Shiga inhibitor	Pf growth 48h	Giardia FBPA inh	HCV inhibitor	CHX counter
CCOC(=O)C1=C(CSc2nccn2C)NC(=O)NC1c1ccc2c(c1)OCO2 (stereo unspecified)	?	5	-10%	-4%	21%	0
Cc1ccc(/C=C2/SC(=S)N(CCC(=O)N3CCOCC3)C2=O)cc1	6%	23	?	8%	-25%	16*
O=C(Nc1ccc(F)cc1F)C1CC(=O)N(Cc2ccccc2)C1 (stereo unspecified)	?	/	-5%	/	11%	/
CC1(C)OC2CO[C@]3(COS(N)(=O)=O)OC(C)(C)OC3C2O1 (stereo partly specified)	-4%	/	-3%	4%	/	/
CC1(C)Cc2c(c(N3CCOCC3)nc3sc(C(=O)Nc4cccc(Cl)c4)c(N)c23)CO1	26%	21	28%	-5%	-13%	8
COc1ccc(-c2coc3cc4oc(=O)cc(-c5ccccc5)c4cc23)cc1F	?	6	?	1%	?	-3
O=C(NCC1c2ccccc2CCN1C(=O)CN1CCOCC1)C1CCCCC1 (stereo unspecified)	/	14	1%	-6%	26%	15
O=C(NCC(c1ccco1)N1CCN(c2ccc(F)cc2)CC1)c1ccc2c(c1)OCO2 (stereo unspecified)	0%	/	-12%	/	?	/
CCOC(=O)c1ccc(NC(=O)c2ccc(NC(=O)C3CCCO3)cc2)cc1 (stereo unspecified)	-4%	21	?	4%	?	14
Cn1c(O)c(/C=C2\C=Nc3ccccc32)c(=O)n(C)c1=O	45%	10	0%	3%	-6%	-4
O=C(CSc1ncn[nH]1)NCCc1ccc(Cl)cc1	21%	-8	10%	10%	5%	-2
Cc1nn(CC(=O)NCCCN2CCC(Cc3ccccc3)CC2)c(=O)c2cc(-c3ccccc3)nn12	4.1µM*	-4	?	/	?	9
Cc1cccc(N2CCC(N=CN(C)C)=N2)c1	6%	100*	46%[activator]	-15%	-5%	41*
COc1ccc(CCNC(=O)CN2CCOc3ccccc32)cc1OC	?	-19	20%	4%	-2%	-4
COc1nc(OC)nc(N2CCCCCC2)n1	-23%	-3	-13%	0%	?	-2
O=c1[nH]c2ccc(S(=O)(=O)N3CCN(c4ccc(F)cc4)CC3)cc2o1	15%	-3	?	18%	23%	13
COc1ccc(NC(=O)COC(=O)CCCN2C(=O)c3ccccc3C2=O)cc1Cl	7%	14	18%	-3%	12%	-4
O=S1(=O)CCC(N=Cc2cc(Br)ccc2O)C1 (stereo unspecified)	21%	-12	-11%	-12%	-10%	-4
COC(=O)c1cc(Br)c(=O)n(Cc2cccnc2)c1	-19%	-14	/	1%	0%	-4
COc1ccc(CN2CC(=O)N(c3ccccc3C)C2=S)cc1OC	96%[activator]	-9	9.3µM*	1%	?	0
COC(=O)C(=Nc1ccccc1)/C(C(=O)C(=O)N(C)c1ccccc1)=C(\O)c1ccccc1	87%[activator]	119*	34%[activator]	-17%	4%	44*
O=C(O)Cn1c(C(F)(F)F)nc2ccccc21	-7%	-6	16%	4%	4%	-5
CCC(C)c1ccc(O)c(/C=N/O)c1 (stereo unspecified)	/	121	44%[activator]	-20%	?	35
Cc1ccc(N2CCN(c3ncccc3[N+](=O)[O-])CC2)c(C)c1	-6%	30	-29%	3%	?	18

Five of the compounds above, comma-delimited.
SMILES,Pf growth 96h,Shiga inhibitor,Pf growth 48h,Giardia FBPA inh,HCV inhibitor,CHX counter
Cc1cccc(N2CCC(N=CN(C)C)=N2)c1,6%,100*,46%[activator],-15%,-5%,41*
COc1ccc(CCNC(=O)CN2CCOc3ccccc32)cc1OC,?,-19,20%,4%,-2%,-4
COc1nc(OC)nc(N2CCCCCC2)n1,-23%,-3,-13%,0%,?,-2
O=c1[nH]c2ccc(S(=O)(=O)N3CCN(c4ccc(F)cc4)CC3)cc2o1,15%,-3,?,18%,23%,13
COc1ccc(NC(=O)COC(=O)CCCN2C(=O)c3ccccc3C2=O)cc1Cl,7%,14,18%,-3%,12%,-4

Further results follow.
SMILES	Pf growth 96h	Shiga inhibitor	Pf growth 48h	Giardia FBPA inh	HCV inhibitor	CHX counter
Clc1c(OCCCn2ccnc2)ccc2ccccc12	203%[activator]	18	?	?	14µM*	21*
Cc1c(-c2ccccc2)nc2ccccc2c1C(=O)NCc1cccs1	?	-8	2%	7%	?	-3
Cc1[nH][nH]c(=O)c1C(c1cc2c(cc1Br)OCO2)c1c(C)[nH][nH]c1=O	64%[activator]	-6	11%	-27%	6%	-5
O=C(NC(Cc1ccccc1)C(=O)O)/C(=C/c1ccc([N+](=O)[O-])cc1)NC(=O)c1ccc(Br)o1 (stereo unspecified)	43%[activator]	5	0%	9%	14%	-3
O=C(c1ccc(Br)cc1)c1cc([N+](=O)[O-])ccc1N1CCCCC1	?	-18	?	/	?	-2
O=C(CCCNC(=O)c1ccc(Cl)cc1)OCc1cccc(Br)c1	31%[activator]	/	-17%	/	-18%	/
COc1ccc(S(=O)(=O)N(C)C)cc1NC(=O)Cc1cccs1	66%[activator]	18	12%	-5%	-11%	-4
Cc1ccccc1C(=O)N1CCN(c2ccc(NC(=O)c3cccc(OC(C)C)c3)cc2)CC1	-15%	-4	?	/	?	-3
COc1ccc(NC(=O)/C(C#N)=C\c2ccc(OCc3ccc(C(=O)O)cc3)c(OC)c2)cc1	64%[activator]	62	-7%	-4%	19%	16
COc1ccc(-c2cc(C(=O)NCC(c3ccccc3)N(C)C)c3ccccc3n2)cc1OC (stereo unspecified)	9.3µM*	-1	10µM*	-1%	?	-5
O=C1NC(=O)C(=C2CCCCCC2)S1	13%	-5	5%	-8%	26%	-2
O=C1C2CCCN2C(c2ccc(Cl)cc2)N1c1ccccn1 (stereo unspecified)	/	66	0%	-8%	?	-5

Whole records, looked up by structure. Order of screens: Pf growth 96h, Shiga inhibitor, Pf growth 48h, Giardia FBPA inh, HCV inhibitor, CHX counter
`Cc1c(-c2ccccc2)nc2ccccc2c1C(=O)NCc1cccs1` in the list: ?, -8, 2%, 7%, ?, -3
`Cc1ccccc1C(=O)N1CCN(c2ccc(NC(=O)c3cccc(OC(C)C)c3)cc2)CC1` in the list: -15%, -4, ?, /, ?, -3

Next section
SMILES	Pf growth 96h	Shiga inhibitor	Pf growth 48h	Giardia FBPA inh	HCV inhibitor	CHX counter
C=CCNC(=S)NNC(=O)c1cccn(Cc2ccc(Cl)cc2Cl)c1=O	8%	-19	1%	8%	?	-2
CCn1c(COc2cccc(OC)c2)nnc1SCC(=O)Nc1cccc(OC)c1	13%	-7	-13%	1%	-17%	4
CCOC(=O)N1CCC(N2CCN(S(=O)(=O)c3ccc(C)cc3)CC2)CC1	/	-16	?	-28%	-4%	-1
C/C(=N\NC(=S)NC(C)C)c1ccccc1	-55%	12	?	-7%	-26%	5
O=c1[nH]cnc2c1C(c1ccccc1)c1c(nc[nH]c1=O)O2	-25%	-3	37%[activator]	-11%	5%	2
O=C(CSc1ccc(C(F)(F)F)cc1[N+](=O)[O-])NCCOc1ccccc1	13µM*	-3	8%	0%	6%	1
Cc1cc2c(cc(C(=O)NCc3cccnc3)n2Cc2ccc(Cl)cc2)o1	10µM*	-26	?	-13%	/	-3
O=C(CSc1nc2scc(-c3ccccc3)c2c(=O)[nH]1)NCCc1ccccc1	0%	11	76%[activator]	/	22%	1
CC(C)(C)CN1CCNC(=O)C1CC(=O)NCCc1ccccc1F (stereo unspecified)	2%	26	-14%	-18%	-7%	3
O=C1CN(C(=O)CCN2CCOCC2)C(c2ccccc2)c2cc(Br)ccc2N1 (stereo unspecified)	?	-8	15%	0%	19%	-3
O=C(NCCN1CCOCC1)C1(C(F)(F)F)C/C(=C/CCO)CCCO1 (stereo unspecified)	/	-4	/	-1%	/	-8
O=C(Nc1ccc2c(c1)OCCO2)C1CCCN(S(=O)(=O)c2cccnc2)C1 (stereo unspecified)	?	13	2%	0%	-25%	1
C=CCNC(=O)c1c(N)n(-c2ccc3c(c2)OCO3)c2nc3ccccc3nc12	?	-8	8%	-22%	15%	-1
CCOC(=O)c1c(NC(=O)c2cc(-c3cccc(O)c3)on2)sc(C(C)=O)c1C	?	0	-26%	4%	4%	-3
COC(=O)c1ccc(-n2cnc3ccccc32)nc1	0%	159*	77%[activator]	0%	1%	25*
COc1ccc(-c2csc(NC(=O)CN3C(=O)C4CC=CCC4C3=O)n2)cc1 (stereo unspecified)	53%[activator]	/	-15%	/	?	/
CC1CN(c2ccc(C(F)(F)F)cc2[N+](=O)[O-])CCN1S(C)(=O)=O (stereo unspecified)	17%	-3	13%	3%	4%	-2
Cc1ccc(NC(=O)CSc2nnc(NC(=O)C3CC3)s2)cc1C	60%[activator]	-13	11%	16%	-14%	1
CCN(CC)c1ccc(C(=O)OCC(=O)NC2CCCCC2C)cc1 (stereo unspecified)	-2%	-4	/	6%	-23%	-2
CC(=O)c1c(C)[nH]c(C(=O)OCc2ccc(Br)cc2)c1C	46%[activator]	69*	34%[activator]	0%	4.5µM*	45*
COc1ccc(NC(=O)c2ccc(Cl)c(NC(=O)c3ccncc3)c2)cc1	0%	-4	8%	-1%	/	5
CC(=O)Nc1ccc(S(=O)(=O)Nn2cnnc2)cc1	4%	1	12%	4%	0%	-2
COc1ccc(C(C)=O)cc1CN1C(=O)C(C)N(c2ccc(C)cc2)C1=O (stereo unspecified)	-26%	-10	?	-5%	-12%	6
Cc1cc(-n2cccn2)ccc1CN1CCN(CC(C)C)C(CCO)C1 (stereo unspecified)	-6%	-9	8%	1%	0%	1
Cc1ccc(-c2nn(CC(=O)NC(C)c3ccccc3)c(=O)c3ccccc23)cc1 (stereo unspecified)	-6%	12	-5%	6%	?	-1
CCN(CC(=O)Nc1ccccc1OC)C(=O)CCc1ccccc1	25%	-8	30%[activator]	0%	21%	6
CCN1C(=O)C2C(C1=O)N1C(c3cccs3)C3C(=O)N(CC)C(=O)C3N1C2c1cccs1 (stereo unspecified)	156%[activator]	-1	?	1%	-10%	-3
COc1ccc(N2CCc3c(C)nc4c(OC)cc(OC)cc4c32)c(OC)c1	15µM*	-14	?	-12%	11µM*	-2
Cc1cccc(C2c3[nH]c4ccccc4c3CCN2C(=O)c2cc(CC(C)C)nc(C)n2)n1 (stereo unspecified)	?	-5	12µM*	-8%	7%	-2
CN(Cc1ccco1)c1ncnc2ccc(-c3ccc4c(c3)OCO4)cc12	?	/	?	-21%	/	/
CS(=O)(=O)NN1C(=O)c2ccccc2NC1c1ccccc1F (stereo unspecified)	0%	25	38%	-3%	12%	0
Cc1nc2nc(Cc3ccccc3)nn2c(C)c1Cl	/	-25	26%	-5%	2%	7
CN1CCCN(S(=O)(=O)c2cccc(Cl)c2Cl)CC1	4%	-12	-15%	-1%	-27%	-1
CCOCCCN1CC(=O)N2[C@@H](Cc3c([nH]c4ccccc34)C2(C)C)C1=O	4%	-6	-17%	?	7%	-5
CC(C)CC1(C(=O)O)NC(c2ccccc2O)C2C(=O)N(C(C)C)C(=O)C21 (stereo unspecified)	44%[activator]	8	/	-15%	3%	-4
CC(C)Oc1cccc(C(=O)N/N=C/c2ccoc2)c1	11%	61*	38%[activator]	/	-3%	49*
COc1ccc2c(c1)C(C)=CC(C)(C)N2C(=O)C(C)N1C(=O)c2ccccc2C1=O (stereo unspecified)	/	-4	-10%	-1%	13%	-2
CC(=O)c1ccc(N2CCOCC2)cc1O	/	39	/	-1%	/	11
Cn1cnc2cc(OC(=O)c3ccccc3)ccc21	48%[activator]	108*	11%	-1%	0%	48*
Cc1c(C(=O)N2CCCCC2)c(S(=O)(=O)N2CCc3ccccc32)c(C)n1C	9%	-6	?	/	9%	-1
